# BCLXL inh: inhibitors of human Bcl-xL, primary screen, biochemical, fluorescence polarization, HTS; Bcl-2-like protein 1 (Homo sapiens), Q07817; GST-Bcl-xL / FITC-Bim BH3 peptide fluorescence polarization; inhibition, % at 10.9 µM; 320,000 compounds, 0.7% hits;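 active = inhibition above the mean of all tested compounds plus 3 SD, cutoff set per campaign, cut at about 30% in these data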;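 also: 0% = DMSO wells and 100% = unlabeled Bim-BH3 peptide competitor; inhibitors lower millipolarization by displacing the labeled peptide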
# MCL1-BIM inh: inhibitors of MCL1 binding to BIM-BH3, primary screen, biochemical, fluorescence polarization. GST-MCL1 / FITC-Bim-BH3 fluorescence polarization. 320,000 compounds, 0.68% hits. inhibition, % at 10.9 µM. Induced myeloid leukemia cell differentiation protein Mcl-1 (Homo sapiens), Q07820;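 active = inhibition above the mean inhibition of all tested compounds plus 3 SD, set per campaign, cut at about 40% in these data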;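 also: 0% = DMSO wells and 100% = unlabeled Bim-BH3 peptide control; higher means more loss of mP so more displacement of Bim peptide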
# MEX-5 binding: MEX-5 zinc finger RNA-binding disruptors – biochemical, C. elegans, fluorescence polarization, MLPCN library, primary screen; Zinc finger protein mex-5 (Caenorhabditis elegans), Q9XUB2; MEX-5/FITC-TCR2 RNA binding; stronger effect = lower value; activity score (negative = inhibition of binding), % at 10 µM; 300,000 compounds, 0.38% hits; AID 1832, 2009;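 active = inhibition past about -25% in most replicates, and total fluorescence under double the plate's negative control median, limit read from the data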;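 also: 0% = DMSO and -100% = 5 µM competing unlabeled TCR2 RNA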
# AHR activator: AHR activators, primary screen, cell-based, luminescence, luciferase reporter, human; activation, % at 5 µM; Aryl hydrocarbon receptor (Homo sapiens), P35869; AHR-responsive luciferase reporter cells; AID 2796, 2010; 320,000 compounds, 2.5% hits; in the data active = activation above about 47%;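 also: 0% = vehicle wells and 100% = reference agonist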
# PME-1 primary: PME-1 inhibitors via competitive probe labeling, primary screen, biochemical, fluorescence polarization, FP-Rh probe, HTS; Protein phosphatase methylesterase 1 (Homo sapiens), Q9Y570; inhibition, % at 5.9 µM; recombinant PME-1; 320,000 compounds, 0.53% hits;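 active = inhibition above the campaign mean of all compounds plus 3 SD, cut at about 26% in these data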;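 also: competitive labeling of PME-1 active site by serine hydrolase directed probe; 0% = PME-1 with DMSO and 100% = wells lacking PME-1 enzyme; inhibitors block probe labeling so polarization falls and inhibition rises; many of its hits are not listed in these tables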
# Target sequence (Q9Y570 whole entry, looked up): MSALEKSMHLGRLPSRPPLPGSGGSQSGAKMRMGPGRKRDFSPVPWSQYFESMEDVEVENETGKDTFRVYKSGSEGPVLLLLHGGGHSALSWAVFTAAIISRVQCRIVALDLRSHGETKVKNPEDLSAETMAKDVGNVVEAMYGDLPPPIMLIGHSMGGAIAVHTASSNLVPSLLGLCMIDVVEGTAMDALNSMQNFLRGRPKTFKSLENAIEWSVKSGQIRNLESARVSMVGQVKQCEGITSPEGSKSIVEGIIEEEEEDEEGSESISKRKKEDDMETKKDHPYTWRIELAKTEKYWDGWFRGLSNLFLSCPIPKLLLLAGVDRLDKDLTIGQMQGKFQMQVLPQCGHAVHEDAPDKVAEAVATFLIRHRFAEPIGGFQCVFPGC
# pPAFAH FP inh: pPAFAH enzyme inhibitors, primary screen, biochemical, fluorescence polarization, human; AID 463082, 2010; 330,000 compounds, 1.5% hits; recombinant pPAFAH, FP-rhodamine probe fluorescence polarization; Platelet-activating factor acetylhydrolase (Homo sapiens), Q13093; inhibition, % at 3.39 µM;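 active = inhibition above the mean inhibition across the screen plus 3 SD, cut at about 25% in these data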;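 also: inhibitors block binding of the rhodamine activity-based probe so polarization drops; 0% = enzyme with DMSO and 100% = wells lacking pPAFAH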
# Target sequence (Q13093 whole entry, looked up): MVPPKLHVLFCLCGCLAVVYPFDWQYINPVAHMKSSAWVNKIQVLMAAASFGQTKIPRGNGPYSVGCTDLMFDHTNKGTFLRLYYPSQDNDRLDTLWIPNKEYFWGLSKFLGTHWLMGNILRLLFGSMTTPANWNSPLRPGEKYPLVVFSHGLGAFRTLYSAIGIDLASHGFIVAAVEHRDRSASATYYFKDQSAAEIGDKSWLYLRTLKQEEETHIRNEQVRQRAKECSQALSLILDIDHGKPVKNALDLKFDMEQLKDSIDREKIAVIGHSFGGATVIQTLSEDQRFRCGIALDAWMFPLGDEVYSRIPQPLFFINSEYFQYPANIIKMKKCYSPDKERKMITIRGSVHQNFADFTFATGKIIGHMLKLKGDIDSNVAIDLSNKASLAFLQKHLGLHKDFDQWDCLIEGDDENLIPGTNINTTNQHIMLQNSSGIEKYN
# GLD-1 TGE inh: GLD-1/TGE RNA complex disruptors, primary screen, biochemical, fluorescence polarization; Female germline-specific tumor suppressor gld-1 (Caenorhabditis elegans), Q17339; purified GLD-1 + fluorescein TGE RNA; inhibition, % at 5.96 µM; 320,000 compounds, 0.44% hits; AID 2280, 2010;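 active = percent inhibition above a per-plate cutoff, the plate mean of test compounds plus 3 SD, cut at about 30% in these data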;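 also: 0% = DMSO wells with GLD-1 and probe and 100% = wells lacking GLD-1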
# PAFAH1B2 FP inh: PAFAH1B2 enzyme inhibitors, primary screen, biochemical, fluorescence polarization, human. 340,000 compounds, 1.2% hits. inhibition, % at 3.39 µM. Platelet-activating factor acetylhydrolase IB subunit alpha2 (Homo sapiens), P68402. recombinant PAFAH1B2, FP-rhodamine activity probe;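 active = inhibition above the mean of all tested compounds plus 3 SD, cut at about 24% in these data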;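 also: 0% = enzyme with DMSO and 100% = wells lacking PAFAH1B2; many of its hits are not listed in these tables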
# Target sequence (P68402 whole entry, looked up): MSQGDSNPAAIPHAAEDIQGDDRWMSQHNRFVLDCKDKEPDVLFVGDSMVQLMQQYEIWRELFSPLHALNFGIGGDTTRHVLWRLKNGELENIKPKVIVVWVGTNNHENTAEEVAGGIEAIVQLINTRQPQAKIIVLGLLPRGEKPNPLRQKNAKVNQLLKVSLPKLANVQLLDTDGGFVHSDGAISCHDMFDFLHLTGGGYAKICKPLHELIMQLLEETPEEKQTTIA
# Fam108B counter: mouse Fam108B serine hydrolase inhibitors, primary screen, counter-screen for RBBP9 inhibitor project, biochemical, fluorescence polarization | recombinant Fam108B, FP-Rh probe fluorescence polarization | inhibition, % at 9.51 µM | 300,000 compounds, 0.33% hits | AID 1947, 2009;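 active = inhibition above the screen mean inhibition plus 3 SD, computed separately per campaign, cut at about 18% in these data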;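 also: inhibitors lower polarization as less probe binds the enzyme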
# * hit, by the source's call; . = no result given.
smiles,MCL1-BIM inh,PME-1 primary,pPAFAH FP inh,PAFAH1B2 FP inh,Fam108B counter,AHR activator,GLD-1 TGE inh,MEX-5 binding,BCLXL inh
Cc1ccc(Nc2nc(Cl)nc(N(C)C#N)n2)cc1,-3,-6,2,9,-6,55*,10,0.5,1
O=C(Cn1cnc2c(nnn2-c2ccc(F)cc2)c1=O)NCc1ccco1,9,0,8,4,3,-3,1,0.8,2
CC(C)(C)C(=O)Nc1nc2ccc(S(C)(=O)=O)cc2s1,3,2,3,-5,-1,12,-7,4.7,1
O=C(CNC(=O)Cc1ccccc1)NCC(=O)OCC(=O)c1ccccc1Cl,-4,-2,1,-2,-2,22,7,0.3,0
COc1ccc(CNC(=O)C2CCN(c3nc(OC)nc(OC)n3)CC2)cc1,5,-4,5,-1,-3,-1,6,0.1,3
COc1ccc(S(=O)(=O)N2CCOCC2)cc1C(=O)N(C)Cc1ccccc1F,3,4,4,-2,.,-1,-4,.,7
Cc1cccn2c(=O)c3cc(C#N)c(=N)n(CCCN4CCOCC4)c3nc12,18,-9,-3,3,0,5,12,-5.0,13
Cc1cccn2c(CN(C)CC3Cc4ccccc4O3)c(C(=O)N3CCCCC3)nc12 (configuration not stated),-14,-2,1,3,1,4,8,0.6,-2
CC(C)(C)c1ccc(C(=O)NCC(=O)OCc2ccc([N+](=O)[O-])cc2)cc1,4,2,1,9,4,3,4,0.1,3
NS(=O)(=O)c1ccc(NN=C2CCN(Cc3ccccc3)CC2)c([N+](=O)[O-])c1,-1,-3,8,5,5,3,4,-0.3,2
O=C1/C(=C\c2ccc(O)cc2)SC(=S)N1/N=C/c1ccc(O)cc1,-55,-76,-20,-13,-36,-1,-101,4.4,-20
O=C(c1cccnc1)N1CCN(Cc2ccccc2Br)CC1,0,-6,3,2,-3,4,-2,-4.3,2
O=C(O)CSCCc1ccccn1,4,-2,5,4,-4,7,-6,-1.2,0
COCCn1c(=O)[nH]c(=O)c2c1nc(-c1cc(Br)c3c(c1)OCO3)n2Cc1ccccc1,6,10,8,-2,-2,1,5,-0.2,3
COc1ccc(C(CNC(=O)C(C)c2ccc3cc(OC)ccc3c2)N(C)C)cc1 (configuration not stated),13,2,1,7,-4,0,-8,-0.1,2
Cc1cc(C(=O)N2CCCC(N3CCN(c4ccc(F)cc4)CC3)C2)c(C)o1 (configuration not stated),-2,0,-1,2,0,2,0,-1.1,0
Cc1ccc(C)c(NC(=O)COC(=O)CCNC(=O)c2ccco2)c1,0,0,-1,4,.,0,-3,.,-5
O=S(=O)(Nc1nc2ccccc2nc1Cl)c1cccc(C(F)(F)F)c1,9,2,1,8,-5,6,0,-4.0,10
O=C(CCCSc1nc2ccccc2[nH]1)NCc1ccccc1,-3,-4,2,0,-3,1,5,-0.1,0
Cc1nc(-c2ccccc2)sc1C(=O)Nc1ccccc1F,-1,2,8,9,5,0,0,-2.1,3
O=C(Nc1ccc2c(c1)nc1n2CCOC1)c1ccco1,2,-6,1,1,-1,8,-1,0.0,6
CCOc1ccccc1N1CCN(C(=O)c2cc(-c3cc(OC)ccc3OC)nc3ccccc23)CC1,5,7,4,-1,0,7,4,0.2,1
Cc1ccc(S(=O)(=O)[N-]c2nc3ccccc3nc2-n2cc[n+](CCC(C)C)c2)cc1,0,-1,1,6,4,1,4,0.4,0
Cc1nnsc1SCCNC(=O)c1ccc(F)cc1,0,-4,-1,1,-1,10,1,-1.1,-3
COc1ccc(OCC(=O)Nc2ccc(N3CCOCC3)c(Cl)c2)cc1,5,-10,11,-3,3,0,-5,-2.3,8
Cc1ccc(NC(=O)Nc2ccc(F)cc2)nc1,1,-2,-1,3,0,4,-7,-4.0,-2
CC(C)n1cnc2c(NCc3ccccc3)cc(Cc3ccc(F)cc3)cc21,6,6,28*,5,.,5,-1,.,6
CCC1C(=O)NCCN1C(=O)c1ccc2nc(Cc3cccc(Cl)c3)oc2c1 (configuration not stated),-2,-2,3,0,3,1,1,1.6,-3
NC(=O)CSc1nnc(CNc2cccc(Cl)c2)n1CCc1ccccc1,4,2,2,12,-1,1,1,0.7,-3
Cc1cc(C)c(C)c(S(=O)(=O)N[C@@H](C)C(=O)OCC(=O)NC2CCCC(C)C2C)c1C (some centres not stated),.,.,8,-3,.,0,1,.,.
CN(CC(=O)O/N=C(\N)c1ccc([N+](=O)[O-])cc1)S(=O)(=O)c1ccc2ccccc2c1,-5,-7,3,4,1,5,3,-0.6,-4
CCOC(=O)Cn1c(=O)c2c(nc3n2CCCN3Cc2ccccc2)n(C)c1=O,-3,0,9,3,3,1,8,-0.8,-2
C[N+](C)(C)CC(=O)N/N=C/c1c2ccccc2cc2ccccc12,9,-1,8,2,0,4,-18,-2.8,12
Cn1c(=O)c2c(ncn2CC(=O)Nc2nccs2)n(C)c1=O,2,-3,0,0,3,-3,5,-1.4,-1
Cc1nnc(-c2ccc(N3CCOCC3)c([N+](=O)[O-])c2)o1,6,3,2,5,.,-1,3,.,-2
COc1ccccc1CNC(=O)C1CC(c2ccc([N+](=O)[O-])cc2)=NO1 (configuration not stated),-5,-3,8,7,3,2,8,0.6,2
COc1ccc(OC)c(NC(=O)c2ccc3c(=O)n(CCc4ccccc4)c(=S)[nH]c3c2)c1,7,5,0,2,-1,-4,-4,0.3,4
CC(=O)c1ccc(C(=O)N2CCCC(CCC(=O)N(C)CCc3ccccn3)C2)s1 (configuration not stated),11,-4,-4,-1,0,2,-1,-0.5,6
Cc1ccc(S(=O)(=O)N[C@@H](C)C(=O)OCC(=O)N2c3ccccc3NC(=O)C2(C)C)cc1,0,-5,-6,5,.,0,-2,.,-1
CC12c3ccccc3C(c3ccccc31)C1C(=O)N(Cc3cccnc3)C(=O)C12 (configuration not stated),4,-1,5,1,-3,-1,3,1.6,8
S=c1[nH]nc(COc2ccccc2)n1/N=C/c1ccco1,-7,-4,0,0,2,30,11,0.7,-29
CC(c1nccs1)N(C)C(=O)CCc1nnc(-c2ccc(-c3ccccc3)cc2)o1 (configuration not stated),-6,-4,11,3,0,-5,3,-1.4,0
CCCCC(=O)Nc1ccc(C(=O)NNC(=O)c2ccccc2Br)cc1,11,0,2,3,0,2,5,-2.3,10
O=S(=O)(NCc1cc(-c2ccc(Cl)cc2)no1)c1ccc(Cl)cc1,0,-9,4,-1,4,-5,-4,0.5,6
COc1ccc(Cl)cc1NC(=O)CN(C)C(=O)c1sccc1-c1ccccc1,6,3,-2,10,.,55*,8,.,8
CCOC(=O)c1cnc(SC)nc1Sc1ccccc1,0,4,7,2,0,0,4,0.3,4
CC1=C(C(=O)Nc2ccccc2C(=O)NCc2ccccc2)SCCO1,0,-1,3,10,-4,3,4,1.7,8
CCN(CC)CCNC(=O)c1ccc(NC(=O)C2CC(=O)N(c3ccc4c(c3)OCCO4)C2)cc1 (configuration not stated),-19,-5,2,4,4,-2,-4,3.7,-13
CCOC(=O)C1(CCC(C)C)CC(CSc2nc3ccccc3[nH]2)OC1=O (configuration not stated),-1,4,-5,-3,2,2,7,-1.9,0
COc1ccc(N2C(=O)c3cccc4cccc(c34)C2=O)cc1,4,3,6,2,-1,11,1,0.3,2
COc1ccc(/C=C/C(=O)Nc2c(C)nn(C)c2C)cc1COc1ccc(Cl)cc1Br,8,-5,0,3,0,-9,-2,1.4,5
Cc1cccc(/N=C/c2c(C)[nH]n(-c3ccccc3)c2=O)n1,3,3,2,2,1,10,3,0.5,-2
O=C(NC1CC2CCCC(C1)N2Cc1ccccc1)C1CCCCC1 (configuration not stated),0,0,1,0,0,-1,1,-2.8,1
O=C(COc1cccc(Cl)c1)NNC(=S)Nc1ccccc1,-6,-3,3,2,-2,3,1,0.1,-3
S=C(Nc1cccc(Cl)c1)Nc1cccc2cnccc12,17,3,7,3,3,16,11,.,15
Cc1ccc(-c2nc(-c3cccnc3)sc2CC(=O)Nc2ccc(C)c(Cl)c2)cc1,-28,-42,-18,-14,-30,9,-12,1.2,-14

# Continuation.
smiles,MCL1-BIM inh,PME-1 primary,pPAFAH FP inh,PAFAH1B2 FP inh,Fam108B counter,AHR activator,GLD-1 TGE inh,MEX-5 binding,BCLXL inh
COc1ccccc1S(=O)(=O)Cc1ccc(C(=O)N2CCCC2)o1,5,0,1,3,0,0,7,0.6,1
Cc1[nH]n(-c2ccccc2)c(=O)c1/C=N/NC(=O)COc1ccccc1[N+](=O)[O-],16,8,13,9,6,9,-4,2.6,3
Clc1ccc(CSc2nnc(CNc3cccc(Cl)c3)o2)cc1,-1,-5,1,12,-2,0,7,-0.4,-5
COc1nc(/C=C/N(C)C)c([N+](=O)[O-])c(OC)n1,7,7,9,4,1,0,-5,-1.6,3
CC(C)Cc1nnc(NC(=O)CCC(=O)N2CCN(Cc3ccc(F)cc3)CC2)s1,5,-3,1,-2,3,1,4,-0.6,3
CC1CN(C(=O)Nc2ccc3c(c2)OCO3)CC(C)O1 (configuration not stated),2,0,5,3,3,52*,-1,1.6,4
CCC(Oc1ccccc1)C(=O)Nc1ccc(S(=O)(=O)N2CCOCC2)cc1 (configuration not stated),5,-1,4,2,1,-2,1,1.7,4
O=C(NCc1cccnc1)c1ccccc1CCc1ccccc1,-4,-4,5,1,4,4,-2,0.1,2
CCOC(=O)c1c(NC(=O)CSc2cn(CC)c3ccccc23)sc2c1CCC2,-4,-3,-1,-3,6,-1,6,0.1,2
Cc1csc(NC(=O)CS(=O)(=O)c2ccccc2)n1,0,7,1,2,6,2,3,-1.9,-2
CSc1nnc(NC(=O)c2ccc(S(=O)(=O)N(C)C)cc2)s1,-1,0,3,2,0,2,-3,2.8,-2
O=C(CSc1nc2ccccc2[nH]1)Nc1cccc(S(=O)(=O)N2CCOCC2)c1,-6,-9,3,1,0,1,4,1.2,-1
N=c1c(C(=O)NCC2CCCO2)cc2c(=O)n3ccccc3nc2n1Cc1ccco1 (configuration not stated),14,3,17,5,-2,1,0,-4.6,11
CCC(=O)c1ccc(NC(C)=O)cc1O,6,-1,-5,9,-1,2,3,.,1
O=C(NCc1ccncc1)C1CCCN1S(=O)(=O)c1ccc(Cl)cc1 (configuration not stated),4,5,2,7,4,1,0,1.4,1
C#CCSc1nnnn1-c1ccc(OCC)cc1,3,4,0,3,0,6,1,0.1,4
C[C@]12C(=O)N(c3ccc(C(F)(F)F)cc3)C(=O)N1[C@H]1c3ccccc3OC[C@@H]1[C@H]2c1ccccc1,.,.,-1,5,.,1,1,.,.
COc1cc(OC)cc(N(C(=O)CNC(=O)c2cccs2)C(C(=O)NCC2CCCO2)c2ccc(OC)c(OC)c2)c1 (configuration not stated),0,-2,2,1,-1,1,-5,1.0,0

# Not all compounds are listed (hit frequency here may not be typical).
